Source: PubChem BioAssay
TGFb inhibitor: inhibitors of TGF-b signaling; Potency, µM (doses to about 46.1 µM), inactives show top-dose activity, negative = inhibition, actives largely listed as inhibitors; HepG2 CAGA-GFP TGF-b/SMAD3 reporter, GFP fluorescence, 18 h; TGF-beta stimulated, 500 pg/mL final; 410,000 compounds, 1.2% hits; also: potency is read from the fitted curve at half-maximal effect; % is scaled to controls: 0 for no effect and ±100 for the full control effect; nearly all actives have a fitted effect of over 65% in size
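Using HEPG2 CAGA-GFP reporter cells at 1000 cells/well, we pinned test compounds, stimulated with recombinant TGF-beta (500 pg/mL final) and measured total well GFP after 18 h.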
EPAC2 antagonist: antagonists of human EPAC2; Q8WZA2; EPAC2 GEF exchange of Rap1B-BODIPY-GDP, fluorescence; Potency, µM (series often up to 114 µM), for the others: at the highest dose activity, negative = inhibition, actives largely listed as inhibitors; 360,000 compounds, 0.18% hits; also: potency is read from the fitted curve at half-maximal effect; % is scaled to controls: 0 for no effect and ±100 for the full control effect; nearly all actives have a fitted effect of over 45% in size; many of its hits are not listed in these tables
Target sequence (Q8WZA2 whole entry, looked up): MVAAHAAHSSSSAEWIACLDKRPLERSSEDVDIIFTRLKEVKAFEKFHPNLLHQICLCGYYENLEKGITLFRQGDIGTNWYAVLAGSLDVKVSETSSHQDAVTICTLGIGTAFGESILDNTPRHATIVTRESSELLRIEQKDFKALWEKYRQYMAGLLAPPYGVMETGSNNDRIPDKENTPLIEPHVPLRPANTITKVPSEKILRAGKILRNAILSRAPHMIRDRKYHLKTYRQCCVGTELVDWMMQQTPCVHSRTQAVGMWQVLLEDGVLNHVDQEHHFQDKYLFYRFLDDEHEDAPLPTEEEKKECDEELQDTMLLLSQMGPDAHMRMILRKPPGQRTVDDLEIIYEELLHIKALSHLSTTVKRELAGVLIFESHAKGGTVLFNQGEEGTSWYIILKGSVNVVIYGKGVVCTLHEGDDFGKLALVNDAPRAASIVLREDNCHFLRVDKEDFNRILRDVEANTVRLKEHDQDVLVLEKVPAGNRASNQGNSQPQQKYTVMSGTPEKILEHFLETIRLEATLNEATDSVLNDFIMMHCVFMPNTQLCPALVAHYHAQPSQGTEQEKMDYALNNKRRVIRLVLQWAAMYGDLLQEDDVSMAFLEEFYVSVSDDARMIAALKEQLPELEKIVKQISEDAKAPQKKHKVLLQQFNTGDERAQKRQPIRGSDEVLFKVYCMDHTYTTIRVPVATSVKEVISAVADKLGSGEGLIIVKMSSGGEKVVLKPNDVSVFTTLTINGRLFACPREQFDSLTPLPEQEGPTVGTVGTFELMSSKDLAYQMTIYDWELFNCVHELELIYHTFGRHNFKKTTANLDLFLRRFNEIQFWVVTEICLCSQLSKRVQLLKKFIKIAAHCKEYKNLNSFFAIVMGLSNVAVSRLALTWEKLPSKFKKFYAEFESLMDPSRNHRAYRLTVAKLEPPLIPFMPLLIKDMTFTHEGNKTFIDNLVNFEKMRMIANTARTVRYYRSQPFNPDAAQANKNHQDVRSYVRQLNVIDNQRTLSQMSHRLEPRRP
Mm-Cpn inhibitor: inhibitors of Methanococcus maripaludis chaperonin (MmCpn); purified Mm-Cpn ATPase, ADP Transcreener TR-FRET; Potency, µM (titrated, usually from 76.9 µM), without a hit: top-dose activity, negative = inhibition, actives largely listed as inhibitors; 330,000 compounds, 0.031% hits; AID 504842; also: potency is read from the fitted curve at half-maximal effect; % is scaled to controls: 0 for no effect and ±100 for the full control effect; nearly all actives have a fitted effect of over 80% in size
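Reaction buffer contained 30 mM Tris pH 7.4, 100 mM KCl, 5 mM MgCl2 and 1 mM DTT. Mm-CPN (25 nM final) hydrolysed 10 uM ATP over 30 min at 37°C; ADP was read by HTRF.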
Nrf2 ARE act: activates Nrf2 signaling | Potency, µM (titrated, usually from 46.1 µM), without a hit: top-dose activation, actives largely listed as activators | AID 624171 | 410,000 compounds, 0.31% hits | AREc32 ARE-luciferase reporter (MCF7-derived line), luminescence, 24 h; also: potency is read from the fitted curve at half-maximal effect; % of control where 0% means no effect; nearly all actives have a fitted effect of over 65% in size
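Each well held 1000 AREc32 cells, which were incubated with compound for 24 hr at 37 deg C after overnight attachment, and ARE reporter activity was quantified by firefly luciferase luminescence.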
Akt phos inh: Akt phosphorylation inhibition; activity change, % for hits at 50 µM; Neuro2A IGF-stimulated pAkt S473 HTRF, 20 min; stronger effect = lower value; 360,000 compounds, 0.32% hits; in the data active = activity change below about -80%; inconclusive = mostly about -51% to -80%; also: % is scaled to controls: 0 for no effect and ±100 for the full control effect
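Neuro2A cells in DMEM with 0.5% FBS, overnight at 37 deg C, given compound at single 50 µM final, then IGF (6 nM final) for 20 min at 37 deg C. Lysed; phospho-Akt Ser473 by HTRF after 24 h, 665/615 ratio.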
EPAC2 agonist: agonists of human EPAC2 (RAPGEF4); Q8WZA2; EPAC2 activation, biochemical qHTS; response scale: 100% = 6.5 mM cAMP response; Potency, µM (series often up to 154 µM), inactives show at the highest dose activation, usual class: activators; 360,000 compounds, 0.079% hits; also: potency is read from the fitted curve at half-maximal effect; nearly all actives have a fitted effect of over 50% in size
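Fluorescence exchange assay: 100 nM EPAC2 with 250 nM RAP1B-BODIPY-GDP and 50 uM GDP; compounds tested as a concentration-titration series (qHTS). Loss of Rap1-bound BODIPY-GDP fluorescence read at 480/540 nm; data normalized to 6.5 mM cAMP.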
Nrf2 inh: blocks Nrf2 signaling | A549 ARE-Fluc reporter, luciferase luminescence, 18-24 h | Potency, µM (doses to about 46 µM), without a hit: at the highest dose activity change, negative = inhibition, usual class: inhibitors | 360,000 compounds, 2.1% hits; also: potency is read from the fitted curve at half-maximal effect; % is scaled to controls: 0 for no effect and ±100 for the full control effect; nearly all actives have a fitted effect of over 60% in size
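A549 ARE_Fluc cells (5000/well, 5% FBS OPTI-MEM) pre-incubated 2 h, then treated with compounds 18-24 h at 37C/5% CO2 in concentration-response. CellTiter-Fluor viability read first; BugLite luciferase luminescence after 15 min at room temperature gives Nrf2 activity.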
A549 tox: A549 cytotoxicity, counter-screen for Nrf2 inhibitors. AID 504648. 390,000 compounds, 0.16% hits. A549 ARE-Fluc cells, CellTiter-Fluor viability, 18-24 h. Potency, µM (top dose mostly 46 µM), for the others: at the top dose activity change, negative = cytotoxicity, usual class: inhibitors; also: potency is read from the fitted curve at half-maximal effect; % is scaled to controls: 0 for no effect and ±100 for the full control effect
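A549 ARE_Fluc cells in 5% FBS OPTI-MEM were exposed to compounds in concentration-response for 18-24 h at 37 deg C. Viability was read by CellTiter-Fluor fluorescence (Ex 405/Em 525) after 30 min, before the luciferase read.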
CCT modulator: modulators of cytosolic chaperonin (CCT/TRiC) activity; purified chaperonin ATPase assay, HTRF ADP detection, 30 min; activity change, % (concentration not given with the values), hits read low; 360,000 compounds, 0.3% hits; in the data active = activity change below about -30%; also: % is scaled to controls: 0 for no effect and ±100 for the full control effect
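Nucleotide hydrolysis assay: TRiC at 20–40 nM final (set by batch activity) with 10 uM ATP, 30 min at 37 °C, in presence of 76 uM compound. Detection by competitive ADP HTRF, 30 min ambient.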
The depositor's hits bear a star; i = inactive; ? = inconclusive; · = not tested or not shown; [ ] = dose if it differs, or a comment. Unless noted, calls follow the shape of the dose curve; as a rule, active = well fitted curve in the direction sought with a large enough effect; inconclusive = small, poorly fitted or top-dose-only effect, or another doubt; inactive = no such curve, though single readings can be large; an effect the other way counts as inactive or inconclusive. Not all compounds are listed, so the mix of outcomes need not match the whole.

#1 O=C(NC(=S)NNC(=O)c1cnccn1)c1ccc(F)cc1
#2 C=CCNC(=O)C1CCC(=O)N1S(=O)(=O)c1ccc(C)cc1 (centres undefined)
#3 COc1ccc2[nH]cc(C3N4CC5(C)CN3CC(C)(C4)C5=O)c2c1 (centres undefined)
#4 O=[N+]([O-])c1cc(-c2cnc3ccccc3n2)ccc1Oc1ccc(Cl)cc1
#5 O=C(NN1C(=O)c2ccccc2C1=O)c1ccc2c(c1)C(=O)N(CC1CCCO1)C2=O (centres undefined)
assay / compound	1	2	3	4	5
TGFb inhibitor	-7%	11%	17%	0%	5%
EPAC2 antagonist	16%	6%	-9%	4%	6%
Mm-Cpn inhibitor	1%	-1%	0%	-3%	0%
Nrf2 ARE act	-0.2%	-0.6%	-0.5%	6.0%	-1.3%
Akt phos inh	i	i	i	i	i
EPAC2 agonist	4%	8%	11%	10%	-1%
Nrf2 inh	?	4%	-10%	25%	-7%
A549 tox	-7%	-5%	-2%	11%	-16%
CCT modulator	-3.2	-2.7	-1.0	0.3	1.3

#6 COC(=O)C(C(=O)OC)C(C[N+](=O)[O-])c1ccc(OC)c(OC)c1 (centres undefined)
#7 COC(=O)c1c(NC(=O)CN2CCOCC2)sc2c1CCC(C)C2 (centres undefined)
#8 CCOC(=O)c1c(C)n(C)c2ccc(OC)c(NC(=O)CN3CCCCC3)c12
#9 Cn1c(SCC(=O)Nc2nccs2)nnc1-c1ccncc1
#10 CCOC(=O)c1c(NC(=O)COC(=O)c2ccc(NC(=O)CC#N)cc2)sc(C(=O)NC)c1C
assay / compound	6	7	8	9	10
TGFb inhibitor	1%	18%	-6%	-22%	12%
EPAC2 antagonist	8%	-6%	1%	4%	2%
Mm-Cpn inhibitor	-4%	-5%	-2%	-1%	-8%
Nrf2 ARE act	0.4%	6.9%	0.2%	0.2%	-1.0%
Akt phos inh	i	i	i	i	i
EPAC2 agonist	0%	0%	-5%	-5%	5%
Nrf2 inh	-12%	·	4%	-3%	1%
A549 tox	-5%	10%	-2%	-4%	5%
CCT modulator	-0.8	0.9	-1.6	-1.9	2.2

#11 CCCCC(=O)Nc1nnc(CCOC)s1
#12 O=C(NCc1ccc2c(c1)OCO2)C1Cc2ccccc2CN1C(=O)c1ccco1 (centres undefined)
#13 CCN(CC)c1ccc2c(C)c(Cl)c(=O)oc2c1
#14 O=C(CN1CCOCC1)OCCCC1CCCCC1
#15 CCCCNc1c(N)n(CCC)c(=O)[nH]c1=O
assay / compound	11	12	13	14	15
TGFb inhibitor	-6%	1%	-7%	?	12%
EPAC2 antagonist	1%	9%	?	7%	4%
Mm-Cpn inhibitor	0%	4%	4%	1%	1%
Nrf2 ARE act	0.1%	3.3%	2.8%	0.4%	0.4%
Akt phos inh	i	i	i	i	i
EPAC2 agonist	6%	4%	4%	1%	-6%
Nrf2 inh	-15%	10%	7%	1%	8%
A549 tox	10%	-2%	?	-2%	-9%
CCT modulator	0.1	-2.9	2.6	1.6	0.6

4 compounds picked at random from those above:
#12 O=C(NCc1ccc2c(c1)OCO2)C1Cc2ccccc2CN1C(=O)c1ccco1 (centres undefined)
#13 CCN(CC)c1ccc2c(C)c(Cl)c(=O)oc2c1
#14 O=C(CN1CCOCC1)OCCCC1CCCCC1
#15 CCCCNc1c(N)n(CCC)c(=O)[nH]c1=O
assay / compound	12	13	14	15
TGFb inhibitor	1%	-7%	?	12%
EPAC2 antagonist	9%	?	7%	4%
Mm-Cpn inhibitor	4%	4%	1%	1%
Nrf2 ARE act	3.3%	2.8%	0.4%	0.4%
Akt phos inh	i	i	i	i
EPAC2 agonist	4%	4%	1%	-6%
Nrf2 inh	10%	7%	1%	8%
A549 tox	-2%	?	-2%	-9%
CCT modulator	-2.9	2.6	1.6	0.6

Later entries:
#16 CCOC(=O)C1C(c2ccc3c(c2)OCO3)NC(=O)NC1(O)C(F)(F)F (centres undefined)
#17 CCn1nc2cc(C(=O)NCCc3cccs3)ccc2c1OC
#18 CN(CC(=O)Nc1ccc(S(=O)(=O)N2CCCC2)cc1)Cc1ccc(Cl)cc1
#19 CC1Cc2nc(SCC(=O)NCc3ccco3)n(Cc3ccccc3)c(=O)c2S1 (centres undefined)
#20 O=C(c1ccc(Cl)cc1)n1c(NCc2ccccc2)n[nH]c1=S
assay / compound	16	17	18	19	20
TGFb inhibitor	0%	1%	?	-14%	1%
EPAC2 antagonist	18%	9%	4%	-6%	12%
Mm-Cpn inhibitor	2%	0%	2%	-4%	-4%
Nrf2 ARE act	0.0%	-1.4%	0.4%[9.22 µM]	4.7%	-0.6%
Akt phos inh	i	i	i	i	i
EPAC2 agonist	-8%	6%	20%	11%	4%
Nrf2 inh	-2%	?	-15%	10%	-1%
A549 tox	-1%	-1%	12%	-6%	-2%
CCT modulator	-2.4	-0.1	-2.3	-4.1	-1.2

#21 O=C1c2cccc3c([N+](=O)[O-])ccc(c23)C(=O)N1c1ccccn1
#22 CCOc1ccc(CNC(=O)CCCn2c(=O)c3cccn3c3cccnc32)cc1
#23 CC(=O)Cn1c(=O)oc2ccccc21
#24 CC(C)CN(C(=O)COc1ccc(-c2nnco2)cc1)C1CCS(=O)(=O)C1 (centres undefined)
#25 Cc1cc(C(O)c2ncc(-c3cccc(F)c3)[nH]2)ccc1F (centres undefined)
assay / compound	21	22	23	24	25
TGFb inhibitor	0%	-6%	13%	10%	15%
EPAC2 antagonist	-1%	·	-14%	5%	-7%
Mm-Cpn inhibitor	-3%	·	2%	-5%	·
Nrf2 ARE act	0.3%	2.7%	-0.1%	-0.3%	1.6%
Akt phos inh	i	·	i	i	i
EPAC2 agonist	-2%	·	1%	0%	-2%
Nrf2 inh	?	0%	5%	1%	·
A549 tox	7%	5%	2%	-1%	·
CCT modulator	-11	·	0.6	-0.3	0.5

#26 COc1ccc(/C=C2/CCc3ccccc3C2=O)cc1CN1CCOCC1
#27 CCOC(=O)c1ccc(NC(=O)NCc2ccc(OC)cc2)cc1
#28 O=C(Cc1cccc(F)c1)Nc1ccc2c(c1)CCC2
#29 Cc1noc(C)c1S(=O)(=O)NC(=O)C1(C)CCN1C(=O)Cc1ccc(Cl)cc1Cl (centres undefined)
#30 O=C(O)c1ccc(Cl)c(NC(=O)C2CCN(S(=O)(=O)c3ccc4c(c3)OCCO4)CC2)c1
assay / compound	26	27	28	29	30
TGFb inhibitor	0%	0%	9%	5%	2%
EPAC2 antagonist	-3%	-5%	1%	5%	7%
Mm-Cpn inhibitor	0%	2%	-1%	·	·
Nrf2 ARE act	?	0.2%	2.2%	0.1%	-1.4%
Akt phos inh	i	i	i	i	i
EPAC2 agonist	-2%	1%	3%	1%	15%
Nrf2 inh	-4%	7%	7%	·	·
A549 tox	2%	-3%	3%	·	·
CCT modulator	-4.2	0.9	-0.8	-1.6	0.0

#31 CCOc1ccc(-c2noc(CSc3nnc(Cc4ccccc4)n3-c3ccc(F)cc3)n2)cc1
#32 CC(=O)N1N=C(c2ccc(Cl)cc2)OC1(C)C
#33 C=CCOc1ccc(C2C3=C(CCCC3=O)N(CC(=O)O)C3=C2C(=O)CCC3)cc1OCC
#34 COc1ccc(C2C(C(C)=O)=C(O)C(=O)N2Cc2cccnc2)cc1 (centres undefined)
#35 COc1ccc(CN=C2NC(=O)CC(C(=O)Nc3ccc([N+](=O)[O-])cc3C)S2)cc1 (centres undefined)
assay / compound	31	32	33	34	35
TGFb inhibitor	?	-8%	2%	-9%	?
EPAC2 antagonist	·	4%	8%	1%	5%
Mm-Cpn inhibitor	·	2%	-6%	0%	0%
Nrf2 ARE act	0.6%	0.3%	-0.4%	-0.6%	2.5%
Akt phos inh	·	i	i	i	i
EPAC2 agonist	·	8%	3%	-1%	10%
Nrf2 inh	?	5%	-17%	15%	?
A549 tox	-8%	-3%	-15%	?	1%
CCT modulator	·	2.2	-1.2	0.7	-0.6

#36 CCCN1C(=O)/C(=C2\SC(=S)N(c3c(C)n(C)n(-c4ccccc4)c3=O)C2=O)c2ccccc21
#37 COc1ccc(NC(=O)Nc2ccc3nccnc3c2)cc1
#38 COc1ccc(-n2ccn(CC(=O)Nc3ccc(OC)cc3OC)c(=O)c2=O)cc1
#39 Cc1cccc(C(=O)Nc2cccc(-c3cnc4ccccc4n3)c2)c1
#40 O=C(OCN1C(=O)c2ccccc2C1=O)C1CCCCC1
assay / compound	36	37	38	39	40
TGFb inhibitor	-19%	-3%	6%	1%	1%
EPAC2 antagonist	-3%	0%	5%	3%	-15%
Mm-Cpn inhibitor	2%	0%	-3%	-1%	-1%
Nrf2 ARE act	0.1%	0.2%	-1.0%	-0.3%	3.7%
Akt phos inh	i	i	i	i	i
EPAC2 agonist	5%	-16%	-4%	8%	5%
Nrf2 inh	7%	?	5%	·	-8%
A549 tox	1%	-11%	-8%	5%	0%
CCT modulator	-1.4	-2.7	1.3	0.2	-0.8

#41 Nc1nc2ccccc2cc1C(=O)NCc1ccc(Cl)cc1Cl
#42 O=C(c1ccco1)N(Cc1cccs1)C1CCS(=O)(=O)C1 (centres undefined)
#43 COc1ccc(NC(=O)CCCC2=NS(=O)(=O)c3ccccc3N2)cc1
#44 C#CC(CC)(CC)NC(=S)Nc1ccc(S(N)(=O)=O)cc1
assay / compound	41	42	43	44
TGFb inhibitor	·	0%	-1%	-7%
EPAC2 antagonist	-8%	-15%	13%	11%
Mm-Cpn inhibitor	·	1%	-1%	1%
Nrf2 ARE act	3.9%	-0.4%	-0.2%	4.5%
Akt phos inh	i	i	i	i
EPAC2 agonist	28%	8%	14%	19%
Nrf2 inh	·	·	15%	12%
A549 tox	·	11%	-7%	6%
CCT modulator	2.2	-1.8	-20	1.2
